# Anthrax LF inh2: anthrax lethal factor protease inhibition; inhibition, % at 10 µM; 360,000 compounds, 0.12% hits; multiplex microsphere protease cleavage assay, LF; P15917; note: plate controls were buffer without enzyme for full effect and enzyme alone for no effect
# Target sequence (P15917 whole entry, looked up): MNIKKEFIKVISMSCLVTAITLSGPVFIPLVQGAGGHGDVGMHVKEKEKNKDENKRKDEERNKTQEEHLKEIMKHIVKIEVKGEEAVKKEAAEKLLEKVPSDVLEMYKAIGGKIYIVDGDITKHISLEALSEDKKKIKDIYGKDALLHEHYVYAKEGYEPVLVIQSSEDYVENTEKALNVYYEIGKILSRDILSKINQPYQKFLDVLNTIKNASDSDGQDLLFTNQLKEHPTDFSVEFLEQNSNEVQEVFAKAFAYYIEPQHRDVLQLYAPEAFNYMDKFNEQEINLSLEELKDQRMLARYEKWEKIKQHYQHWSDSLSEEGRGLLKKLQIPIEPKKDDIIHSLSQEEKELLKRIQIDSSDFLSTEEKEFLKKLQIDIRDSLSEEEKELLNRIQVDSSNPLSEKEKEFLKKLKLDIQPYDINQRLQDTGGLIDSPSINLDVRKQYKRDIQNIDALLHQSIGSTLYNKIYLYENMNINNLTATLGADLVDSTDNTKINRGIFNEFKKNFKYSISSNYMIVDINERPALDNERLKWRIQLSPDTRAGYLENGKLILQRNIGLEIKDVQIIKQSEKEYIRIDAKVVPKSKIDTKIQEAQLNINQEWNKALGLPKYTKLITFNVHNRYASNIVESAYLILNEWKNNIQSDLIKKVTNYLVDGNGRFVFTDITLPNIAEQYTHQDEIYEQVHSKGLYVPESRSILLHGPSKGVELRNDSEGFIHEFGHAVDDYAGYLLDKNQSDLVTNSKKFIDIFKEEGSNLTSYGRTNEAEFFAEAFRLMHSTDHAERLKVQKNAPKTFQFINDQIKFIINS
# TcdB inh: TcdB glycohydrolase inhibition; P18177; TcdB glycohydrolase enzymatic assay, plate reader; inhibition, % at 9.99 µM; 350,000 compounds, 0.24% hits; AID 652162; in the data active = inhibition above about 10%
# PfHsp40 yeast: compounds rescuing yeast from Plasmodium falciparum HSP40 toxicity | S. cerevisiae expressing PfHsp40, growth rescue, ATP luminescence | growth rescue, % at 12.5 µM | 340,000 compounds, 0.68% hits | AID 504582; in the data active = growth rescue above about 28%, passing the limit was not always enough;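 note: yeast W303a lacking pdr1 and pdr3 grown in galactose medium; growth measured after three days at 30 °C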
# PriA SSB inh: K. pneumoniae PriA-SSBct interaction inhibition | inhibition, % at 33 µM | AlphaScreen SSBct-PriA binding, biotinylated peptide | 430,000 compounds, 0.6% hits; in the data active = inhibition mostly above about 37%, no sharp cut-off; inactive = mostly below about 20%;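 note: plate controls were negative control peptide for no effect and reference peptide for full effect; strong numbers were not always called active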
# CCHFV vOTU inh: blocks the CCHF virus ovarian tumor domain protease. 370,000 compounds, 0.55% hits. CCHFV vOTU protease, Pep-AMC fluorescence. inhibition, % at 11.5 µM; in the data active = inhibition above about 30%; note: 0% = vehicle wells with enzyme and 100% = no enzyme wells
# Vc quorum ag: inducers of Vibrio cholerae quorum light production without autoinducers | V. cholerae BH1578 lux reporter, luminescence, 6 h | activation, % at 18.7 µM | 350,000 compounds, 0.16% hits | AID 588436; in the data active = activation mostly above about 9.7%, no sharp cut-off; note: not every result past the cut was called active; inactives centre near 0; reference of the scale not given here
# Yp Topo-I inh: Y. pestis Topo-I inhibition via cleavage products | Y. pestis Topo-I cleavage product accumulation, plate reader | AID 504884 | activity, % at 10 µM | 360,000 compounds, 0.064% hits; in the data active = activity above about 50%, passing the limit was not always enough; note: inactives centre near 2
# BoNT A protease: inhibitors of Botulinum neurotoxin A light chain protease; multiplex microsphere protease substrate cleavage, flow cytometry; inhibition, % at 10 µM; 360,000 compounds, 0.17% hits; AID 588499; note: plate controls were buffer without enzyme for full effect and enzyme alone for no effect
# SARS 3CLpro inh: SARS-CoV 3CLpro protease inhibition | AID 1706 | 290,000 compounds, 0.14% hits | recombinant SARS-CoV 3CLpro, quenched FRET peptide cleavage | inhibition, % at 6 µM | P0C6X7; in the data active = inhibition above about 12%
# VHR inh abs: blocks human VHR1 dual specificity phosphatase; P51452; recombinant VHR phosphatase, pNPP absorbance; inhibition, % at 13.3 µM; 290,000 compounds, 0.52% hits; in the data active = inhibition above about 50%; note: some compounds called inactive have numbers as strong as hits
# Target sequence (P51452 whole entry, looked up): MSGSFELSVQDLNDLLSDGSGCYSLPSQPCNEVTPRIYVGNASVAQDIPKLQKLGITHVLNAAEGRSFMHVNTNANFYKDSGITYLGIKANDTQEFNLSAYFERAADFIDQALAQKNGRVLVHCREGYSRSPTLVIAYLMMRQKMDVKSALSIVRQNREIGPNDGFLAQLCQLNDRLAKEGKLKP
# Active calls of the source: *; i = inactive; . = no result given; & = joins results of further samples. Cut-off read from the data, not from the text of the source, unless noted: active = inhibition above about 30%; inconclusive = no clear call, values can overlap the other calls; inactive = below that. These rows are one share of the data (hit frequency here may not be typical).
# Fields – PriA SSB inh, BoNT A protease, Anthrax LF inh2, CCHFV vOTU inh, TcdB inh, Yp Topo-I inh, PfHsp40 yeast, SARS 3CLpro inh, Vc quorum ag, VHR inh abs
> CCOCCCNC(=O)CN1C(=O)NC(Cc2c[nH]c3ccccc23)C1=O (stereo not drawn)
→ -4, -0.5, -10, -11, 1.0, -4, -1.8, -4, -0.8, .
> CCOc1ccc2c(c1)[N+](C)(C)C(C)(C)C=C2C
→ -5, -1.2, -7, 5, -1.2, 2, -1.7, 2, -0.2, 22
> CN1CCC(=NNC(=O)C(=O)Nc2cccc(Br)c2)CC1
→ -12, 3.7, 0, -4, -13, 6, -0.3, 5, -0.2, 3
> COc1ccc(OC)c(NC(=O)C(CCSC)NS(=O)(=O)c2cccs2)c1 (stereo not drawn)
→ 1, -2.9, 1, -1, 0.4, 7, -0.4, 0, -0.2, 26
> Cc1cc(Nc2ccc(F)cc2C)n2ncnc2n1
→ -17, -0.5, -6, 9, -0.8, -3, -0.2, -2, 0.4, 28
> O=c1[nH]c(=O)n(-c2ccccc2F)c(O)c1C=NCCC1=CCCCC1
→ 3, -0.5, -7, -18, 0.5, 0, 0.4, -3, -0.2, 31
> COc1ccc(NC(=O)CSc2nnc(C3CC3)n2C)cc1S(=O)(=O)N1CCCCC1
→ 1, -0.2, -5, 0, 0.7, -6, 1.0, ., -0.2, .
> CN(C)Cc1c(C(=O)Nc2ccccc2)[nH]c2ccccc12
→ 7, 0.3, 1, 13, -5.2, 7, -0.4, ., -5.2, .
> O=c1cc(CO)oc(CN2CCCC2)c1O
→ -20, 0.1, -6, 3, ., -4, 1.3, 1, i, 7
> CCCCNC(=O)N1CCCC(C(=O)c2cc(C)c(OC)c(C)c2)C1 (stereo not drawn)
→ -2, -1.8, 9, 0, -0.1, 9, 0.4, -4, 0.4, 12
> CCOCCCNC(=O)c1ccc2c(c1)N(CC)C(=O)c1ccccc1S2=O (stereo not drawn)
→ -6, -1.1, 6, -12, 0.5, 0, -0.2, -2, i, 6
> CN(c1ccccc1C(=O)NCc1ccco1)S(C)(=O)=O
→ -2, -0.8, 1, 6, ., 5, 0.6, -5, -0.4, -10
> CCCCNC(=O)CSc1nnc(-c2ccc(S(=O)(=O)N3CCCC3)cc2)n1C
→ 4, 0.6, -8, -1, ., 7, -0.4, 4, i, 9
> CCN1CCn2c3c(c4cc(C)ccc42)CCCC31 (stereo not drawn)
→ 18, 1.2, -4, 17, ., -6, -0.6, -5, -0.6, 25
> O=C(O)C(Cc1ccc(Cl)cc1)NS(=O)(=O)c1ccc(Cl)cc1 (stereo not drawn)
→ -8, 1.7, -5, 11, 0.2, -7, -0.2, 11, -1.9, 22
> O=c1c(=Nc2ccccc2O)c(=O)c2ccccc12
→ 0, -0.1, -6, 49*, 0.3, 2, 8.1, 3, -0.4, 1
> COc1ccc(CNC(=O)C(C)N(Cc2ccccc2OC)C(=O)c2snc(C(N)=O)c2N)cc1 (stereo not drawn)
→ -15, 1.1, 2, -4, -1.2, 18, 0.6, 0, i, -40
> c1csc(-c2nn3c(Cn4nnc5ccccc54)nnc3s2)c1
→ -3, 0.0, 0, -7, ., 0, -0.2, 4, -0.2, -8
> COc1ccc(-c2nnc(SCC(=O)c3cc(C)n(Cc4cccs4)c3C)o2)cc1
→ -13, 0.4, -2, 9, ., 7, -1.5, 5, -2.0, 6
> CC1CN(Cc2ccccc2)c2ccccc2NC1=S (stereo not drawn)
→ 34, -1.0, -2, 10, 0.2, 14, 0.1, 4, i, 2

# Random excerpt: 3 compounds from above.
# Fields – PriA SSB inh, BoNT A protease, Anthrax LF inh2, CCHFV vOTU inh, TcdB inh, Yp Topo-I inh, PfHsp40 yeast, SARS 3CLpro inh, Vc quorum ag, VHR inh abs
> CCN1CCn2c3c(c4cc(C)ccc42)CCCC31 (stereo not drawn)
→ 18, 1.2, -4, 17, ., -6, -0.6, -5, -0.6, 25
> O=c1c(=Nc2ccccc2O)c(=O)c2ccccc12
→ 0, -0.1, -6, 49*, 0.3, 2, 8.1, 3, -0.4, 1
> c1csc(-c2nn3c(Cn4nnc5ccccc54)nnc3s2)c1
→ -3, 0.0, 0, -7, ., 0, -0.2, 4, -0.2, -8

# Next entries:
# Fields – PriA SSB inh, BoNT A protease, Anthrax LF inh2, CCHFV vOTU inh, TcdB inh, Yp Topo-I inh, PfHsp40 yeast, SARS 3CLpro inh, Vc quorum ag, VHR inh abs
> Cc1ccc2nc(-c3ccccc3)cc(C(=O)N(C)CC(=O)Nc3ccccc3Br)c2c1
→ -4, -7.3, -6, -8, 0.3, 28, -0.5, ., -1.8, .
> CCN(/C=N/S(=O)(=O)c1ccc(Cl)cc1)CC
→ ., 0.2, -2, -8, 0.8, 7, -0.2, 0, -0.4, 18
> COc1ccc(S(=O)(=O)N(C)C[C@H]2Oc3ccc(NC(=O)Nc4ccc5c(c4)OCO5)cc3CC(=O)N([C@@H](C)CO)C[C@@H]2C)cc1
→ 26, -0.8, -5, -2, -0.4, 4, -0.7, ., i, .
> COc1ccc2oc(C(=O)OCC(=O)N3CCC(C)CC3)c(C)c2c1
→ 7, 1.0, -1, -13, -0.1, 23, 1.5, 4, -1.4, -3
> Cc1ccc(S(=O)(=O)N2C(=O)C(c3ccccc3)SC2=Nc2ccccc2)cc1 (stereo not drawn)
→ -6, 0.4, 4, 6, ., 21, -1.6, -3, -0.7, 20
> Cc1cc(NC(=O)c2cccc(S(=O)(=O)N3CCCCC3)c2)no1
→ -11, 1.5, 2, 9, 0.8, 10, 8.7, 6, -3.6, 5
> C/C=C(/CCC1NCCc2c1[nH]c1ccccc21)[Si](C)(C)C (stereo not drawn)
→ -13, 9.8, 11, 7, 0.8, -24, -0.8, ., i, .
> Clc1ccc(N2CCNCC2)nn1
→ -3, -0.6, -2, -12, -1.7, 4, 7.6, 3, i, 13
> Cc1ccccc1NC(=S)N1CCN(c2ccccc2)CC1
→ 3, -4.7, 20, -8, 0.7, -1, 0.1, 2, i, 4
> Cc1ccc(C)c(C(C)NC(=O)c2ccccc2Br)c1 (stereo not drawn)
→ 0, 0.0, -1, 9, 0.8, 1, -0.8, 1, i, -2
> CC(=O)c1sc(NC(=O)c2ccc(Br)o2)nc1C
→ -4&-9, -0.3, 5, 26, 2.4, -1, -0.4, -1, i, -21
> Cc1cc(Br)ccc1OCC(=O)NNC(=O)c1cnccn1
→ -7, -0.7, -2, 3, 0.7, -1, 0.8, 1, i, 30
> COC(=O)c1ccc2nc(NC(=O)C3CCCCC3)sc2c1
→ -4, -0.1, 0, 20, -3.0, -6, -0.2, -2, i, 12
> C=C(C)C(=O)Nc1cccc(C2=NOC3(C2)C[C@@H](C(N)=O)N(C(=O)C2(C)CC2)C3)c1 (stereo partly drawn)
→ 36, -0.1, -8, -5, ., 1, 1.6, ., i, 49
> COc1cc(/C=N/Nc2cc(C)nc(N)n2)ccc1O
→ ., -1.3, 2, 27, 0.1, 1, 0.6, -3, i, 10
> COc1ccccc1OCCC(=O)OCCN1C(=O)c2ccccc2C1=O
→ -14, 0.0, -2, 11, ., 1, -0.5, -7, i, 21
> Cc1ccc(S(=O)(=O)N2CCN(C(=O)C3CCN(C(=O)c4ccccc4C)CC3)CC2)cc1C
→ 9, 0.0, -11, -13, 0.2, 3, -1.2, -5, -0.3, 23
> C/C(=N\NC(=O)C(O)(c1ccccc1)c1ccccc1)c1ccc(C)o1
→ ., -1.5, -3, -13, 1.5, -2, -0.6, 1, i, -17
> O=C(c1ccc2c(c1)OCO2)N1CCN(c2ccc(Cl)cc2)CC1
→ 22, 1.0, 4, -16, ., 39, 2.8, -3, 0.3, -1
> O=C(CSc1nc(-c2ccc(F)cc2)cs1)N1CCN(C(=O)c2ccco2)CC1
→ 0, -0.6, 11, -14, ., -7, -0.1, 4, -0.4, -2

# More results follow:
# Fields – PriA SSB inh, BoNT A protease, Anthrax LF inh2, CCHFV vOTU inh, TcdB inh, Yp Topo-I inh, PfHsp40 yeast, SARS 3CLpro inh, Vc quorum ag, VHR inh abs
> CCCCNC(=O)C1(O)c2ccccc2NC(=O)N1c1ccc(Cl)cc1 (stereo not drawn)
→ -7, -1.7, 2, -15, 0.6, -3, -1.0, -4, i, 16
> CC(Sc1nnc(CNC(=O)c2ccccc2F)n1C)C(=O)Nc1nccs1 (stereo not drawn)
→ -5, 3.8, 2, -13, 2.1, 6, 0.4, -1, -0.4, 4
> O=C(O)c1ccc(COc2ccc([N+](=O)[O-])cc2)o1
→ -6, 2.3, 7, 11, 3.8, 9, -0.4, 1, -1.1, 44
> CN1C/C(=C/c2ccsc2)C(=O)/C(=C/c2ccsc2)C1
→ 7, -0.2, -3, 3, 1.5, 4, 3.3, -1, -0.4, 0
> COc1cc(CNc2ccc3[nH]c(=O)[nH]c3c2)cc(Cl)c1OCC(=O)NC(C)(C)C
→ -3, 24, 23, 7, ., 5, 1.0, 3, i, 6
> COc1cccc(NC(=O)CCCNC(=O)Cn2cnc3sc(C)c(C)c3c2=O)c1
→ -9, 1.4, -3, 12, -0.2, 0, -1.1, 3, -0.4, 35
> Nn1cnnc1N/N=C/c1cccc(Cl)c1Cl
→ ., 1.2, 0, 61*, 0.5, -9, -0.7, -1, -0.9, -2
> Cc1cc(C)c2nc(N3CCOCC3)c(C#N)cc2c1
→ -21, -0.1, 9, -4, -1.4, 1, -1.5, 4, -0.2, 2
> O=[N+]([O-])c1ccc(CN2CCC(Cc3ccccc3)CC2)cc1
→ 4, -0.8, -3, -4, 1.8, 18, 3.4, 0, -0.7, -3
> CCCOc1ccc2c(c1)C(=NN=C(N)N)c1cc(OCCC)ccc1-2
→ 17, -0.8, -3, -1, -0.9, -8, -1.8, 4, i, -5
> CCn1nc(CC(=O)Nc2ccc(-n3cnnn3)c(C)c2)c2ccccc2c1=O
→ -9, -0.7, -4, 6, 3.0, 3, 6.5, 5, -0.4, 32
> Cc1nc(CN2CCN(Cc3nc(C(c4ccccc4)c4ccccc4)no3)CC2)cs1
→ -9, -1.1, -12, 6, -2.5, 16, -0.8, 3, i, 44
> CN(C(=O)CCNC(=O)N1CC(=O)Nc2ccccc21)C1CCCCC1
→ -11, 1.6, -1, 6, 1.0, 5, -1.1, 0, i, 33
> N/C(=N\OC(=O)CCCOc1ccccc1)c1ccc(Br)cc1
→ ., 0.5, 1, -9, 2.3, 14, 0.4, 6, ., 24
> C=CCN(c1ccccc1)S(=O)(=O)c1ccc2c(c1)N(C(C)=O)CCO2
→ 4, 0.1, 2, 7, 0.5, -2, 0.3, 1, 0.9, 14
> O=S(=O)(NCCOc1ccccc1F)c1ccc(Cl)cc1F
→ -14, -1.1, -3, 3, 2.5, 9, 2.9, ., i, .
> COc1ccccc1NS(=O)(=O)c1cc(NC(=O)CCC(=O)c2cccs2)ccc1Cl
→ 8, -0.4, -5, -7, 0.5, 13, -0.1, 1, -1.4, -10
> CCC1(c2ccccc2)NC(=O)N(CC(=O)Nc2ccccc2N2CCCC2)C1=O (stereo not drawn)
→ -1, 5.1, 4, 3, 4.8, 11, 2.0, ., i, .
> CC(=O)Nc1nc(C)c(C(C)=O)s1
→ -2, -3.1, -10, 5, ., 3, -1.1, 0, i, 7
> O=C(Nc1ccc(Cl)cc1)c1cc(S(=O)(=O)N2CCCCC2)ccc1N1CCOCC1
→ ., 0.2, -4, -1, 0.3, 36, ., ., -0.6, .
> CCOCCCNC(=O)c1cn(CC)c2ccc(S(=O)(=O)N3CCCC3)cc2c1=O
→ -5, -0.8, -2, 9, -1.8, -7, -1.6, -2, i, -2

# Of the compounds above, 2 contain a nitro group on carbon:
# Fields – PriA SSB inh, BoNT A protease, Anthrax LF inh2, CCHFV vOTU inh, TcdB inh, Yp Topo-I inh, PfHsp40 yeast, SARS 3CLpro inh, Vc quorum ag, VHR inh abs
> O=C(O)c1ccc(COc2ccc([N+](=O)[O-])cc2)o1
→ -6, 2.3, 7, 11, 3.8, 9, -0.4, 1, -1.1, 44
> O=[N+]([O-])c1ccc(CN2CCC(Cc3ccccc3)CC2)cc1
→ 4, -0.8, -3, -4, 1.8, 18, 3.4, 0, -0.7, -3
